Assay outcomes: PubChem, National Center for Advancing Translational Sciences (NCATS)
DT40 TDP1 no CPT: qHTS for Inhibitors of human tyrosyl-DNA phosphodiesterase 1 (TDP1): qHTS in cells in absence of CPT | DT40 Tdp1-/- hTDP1 cells, no CPT, ATP luminescence, 48 h | Potency, µM (doses to about 46.2 µM), for inactives: at the highest dose activity change, negative = growth inhibition, most hits filed as inhibitors | 420,000 tested, 15% active; note: nearly all actives have a fitted effect of over 55% in size
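Compound effects on proliferation are scored in DT40 Tdp1-/-;hTDP1 cells in the absence of CPT. ATP levels (CellTiter-Glo luminescence) are recorded after a ≥48 hr, 37 °C incubation.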
TDP1 cell CPT: qHTS for Inhibitors of human tyrosyl-DNA phosphodiesterase 1 (TDP1): qHTS in cells in presence of CPT | chicken DT40 Tdp1-/-;hTDP1 cells + 20 nM CPT, ATP luminescence, 48 h | Potency, µM (doses to about 46.2 µM), inactives show at the top dose activity change, negative = growth inhibition, actives largely listed as inhibitors | 420,000 tested, 12% active | AID 686979, 2013; note: nearly all actives have a fitted effect of over 55% in size
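Chicken DT40 Tdp1-/- cells stably complemented with human TDP1 were seeded at 400 cells/well in medium containing 20 nM camptothecin, exposed to pin-transferred compounds, and grown at 37 °C for at least 48 hr. Viability was read as ATP luminescence.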
TDP1 block: qHTS Assay for Inhibitors of Tyrosyl-DNA Phosphodiesterase (TDP1) | Tyrosyl-DNA phosphodiesterase 1 (Homo sapiens), Q9NUW8 | recombinant TDP1, AlphaScreen DNA substrate cleavage | Potency, µM (highest dose often 130 µM), for inactives: at the highest dose activity change, negative = inhibition, usual class: inhibitors | 350,000 tested, 0.28% active | AID 485290, 2010; note: nearly all actives have a fitted effect of over 40% in size
Target sequence (Q9NUW8 whole entry, looked up): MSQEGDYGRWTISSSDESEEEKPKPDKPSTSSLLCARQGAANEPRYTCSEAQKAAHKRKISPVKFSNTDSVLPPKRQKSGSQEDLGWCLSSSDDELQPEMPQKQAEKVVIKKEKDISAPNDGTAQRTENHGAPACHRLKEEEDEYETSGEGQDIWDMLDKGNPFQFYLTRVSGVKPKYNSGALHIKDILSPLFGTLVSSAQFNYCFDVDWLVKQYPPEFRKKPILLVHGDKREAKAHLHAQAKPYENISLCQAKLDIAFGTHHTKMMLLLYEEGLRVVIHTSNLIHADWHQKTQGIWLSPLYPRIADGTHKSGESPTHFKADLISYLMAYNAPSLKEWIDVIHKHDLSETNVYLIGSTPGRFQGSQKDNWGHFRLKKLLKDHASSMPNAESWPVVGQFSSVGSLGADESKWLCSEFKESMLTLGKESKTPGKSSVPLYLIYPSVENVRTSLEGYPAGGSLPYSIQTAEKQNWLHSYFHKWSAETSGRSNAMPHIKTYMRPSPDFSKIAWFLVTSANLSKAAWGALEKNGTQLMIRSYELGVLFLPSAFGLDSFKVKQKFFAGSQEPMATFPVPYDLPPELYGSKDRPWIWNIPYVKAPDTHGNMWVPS
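Compounds were preincubated with Tdp1 (1 nM final) for 15 min at room temperature before substrate (15 nM final) started a 5 min reaction; beads (10 ug/ml final) were then added for 10 min before AlphaScreen detection.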
Starred values were filed as active, the others as inactive; ? = inconclusive; · = not tested or not shown; & = joins results of further samples; [ ] = remark or other dose. Calls come from the whole dose curve; as a rule, active = well fitted curve in the direction sought with a large enough effect; inconclusive = small, poorly fitted or top-dose-only effect, or another doubt; inactive = no such curve, though single readings can be large; an effect the other way counts as inactive or inconclusive. % is set by controls: 0 for no effect and ±100 for the full control effect; potency is the fitted concentration of half-maximal effect. Rows were taken by chance; 18% or so of the library scored in one or more.

SMILES	DT40 TDP1 no CPT	TDP1 cell CPT	TDP1 block
Cc1cc(OCC(=O)Nn2cnnc2)c(C)cc1Br	-22%	1%	2%
C(=N\n1cnnc1)/c1cccc(OCCOc2ccccc2)c1	-26%	-13%	7%
COc1cccc(C(=O)NC(=S)Nc2cccnc2)c1	-3%	6%	-4%
Cc1cccc(-c2ccc3[nH]c4c(c3c2)CCN2C[C@@H]([C@H](C)O)[C@@H](N(C)C(=O)Nc3ccc(F)cc3)C[C@@H]42)c1	18µM*	16µM*	·
CCn1c(O)c(N=NC(=O)c2cccnc2)c2cc(Br)ccc21	23µM*	?	4%
Cc1ccc(N2CCN(C(=O)c3cccs3)CC2)cc1C	-26%	-1%	·
Cc1csc(SCC(=O)NCc2ccc3c(c2)OCO3)n1	-7%	-5%	1%
COc1ccc(C2C(C(C)=O)=C(C)Nc3ncnn32)cc1[N+](=O)[O-] (stereo not given)	-2%	9%	·
C/C(=N\NC(=O)CCC(=O)Nc1ccc(C)c(C)c1)C1CC1	14%	12%	5%
CC(C)C[C@H]1CN(CCCC[C@H]2CNC(=O)C(=O)N2CCc2ccccc2)C(=O)C(=O)N1CCc1ccc(O)cc1	-6%	0%	·
COc1ccc(-c2cc(=O)oc3c(C)c(OCC(=O)Nc4cccnc4)ccc23)cc1	-15%	?	-13%
O=C(CCCN=C1NS(=O)(=O)c2ccccc21)Nc1ccc(Cl)cc1	-1%	3%	1%
CCCCCc1c(O)nc(SCC(=O)NCC2CCCO2)[nH]c1=O (stereo not given)	?	?	1%
Cc1ccc(NS(=O)(=O)c2cc(OCC(N)=O)c(C)cc2Cl)cc1C	?	20µM*	5%
Cc1ccc(N2CC(C(=O)Nc3ccc4c(c3)OCCO4)CC2=O)cc1C (stereo not given)	-25%	2%	3%
CCOc1ccccc1NC(=O)C(Sc1nnc2ccccn12)c1ccccc1 (stereo not given)	?	?	5%
CCN1CCN(C(=O)c2sc3ncnc(NCC4CCCO4)c3c2C)CC1 (stereo not given)	-15%	-2%	·
Nc1ccc(C(=O)CC(=O)Nc2ccc(Cl)cc2)cc1	-8%	-1%	·
CC(=O)c1ccc(N2CCN(C(=S)Nc3cccc(F)c3)CC2)cc1	15µM*	?	5%
O=C(O)/C=C\C(=O)Nc1ccccc1C#Cc1ccc(Br)cc1	?	?	-3%
COCCCNC(=S)Nc1cccc(SC)c1	0%	2%	·
Cc1sc(NC(=O)C2C3C=CC(C3)C2C(=O)O)c(C(N)=O)c1-c1ccc(C(C)C)cc1 (stereo not given)	?	?	-3%
C/C(CS(=O)(=O)c1ccc(Cl)cc1)=N/NC(N)=S	-21%	-27%	2%
CC1CCCCN1C(=O)/C=C/c1ccccc1[N+](=O)[O-] (stereo not given)	?	-7%	-2%
COc1cc(Oc2ccccc2)nc(N)n1	-13%	2%	·

In the list so far, these have fluorine.
SMILES	DT40 TDP1 no CPT	TDP1 cell CPT	TDP1 block
Cc1cccc(-c2ccc3[nH]c4c(c3c2)CCN2C[C@@H]([C@H](C)O)[C@@H](N(C)C(=O)Nc3ccc(F)cc3)C[C@@H]42)c1	18µM*	16µM*	·
CC(=O)c1ccc(N2CCN(C(=S)Nc3cccc(F)c3)CC2)cc1	15µM*	?	5%

(further entries)
SMILES	DT40 TDP1 no CPT	TDP1 cell CPT	TDP1 block
COc1ccc(-n2c(SCC(=O)Nc3nccs3)nc3c(c2=O)SC(C)C3)cc1 (stereo not given)	?	?	5%
O=[N+]([O-])c1cc(F)cc(F)c1Nc1ccc(F)cc1	-5%	-20%	·
Cn1c(=O)n(C)c2cc(S(=O)(=O)NCC(=O)O)ccc21	-19%	1%	0%
Cc1nn(Cc2cccc(C(=O)Nn3cc([N+](=O)[O-])cn3)c2)c(C)c1[N+](=O)[O-]	?	-21%	8%
COc1ccc(Cl)cc1NC(=O)NN1CCN(C)CC1	19%	-10%	14µM*
Cc1cc(C)cc(NCCC#N)c1	-2%	13%	1%&-5%
CC(C)CNC(=O)C(=O)NCC1CCCN1S(=O)(=O)c1cccs1 (stereo not given)	8%	9%	1%
COc1ccc(S(=O)(=O)N2CCN(c3ccccn3)CC2)cc1OC	-28%	-21%	0%
CC/C(C)=N\Nc1nc(-c2cc3cc(OC)ccc3oc2=O)cs1	18µM*	?	·
COCCCNC(=O)c1ccc2c(c1)OCO2	-18%	-14%	-3%
CSc1nnc(-c2cccs2)n1-c1ccccc1	-18%	-28%	4%
CS(=O)(=O)c1ccccc1-c1nc(-c2ccc(C(F)(F)F)cc2)no1	16µM*	?	1%
COc1ccc2ccc(=O)oc2c1CC=C(C)C	-13%&-24%	-10%&-9%	-11%[56.1 µM]
CCCOc1ccc(Br)cc1/C=N/NC(=O)c1cc(OC)c(OC)c(OC)c1	-12%	3%	4%
O=C1C2C3C=CC(C3)C2C(=O)N1/N=C/c1cn(Cc2ccc(F)cc2)c2ccccc12 (stereo not given)	-19%	-3%	-2%
Cc1cc(C)n(C(=O)CNC(=O)c2ccccc2Br)n1	17%	15%	1%
O=C(C[C@@H]1C[C@H]2c3cc(NC(=O)c4cccnc4)ccc3O[C@H]2[C@H](CO)O1)NCc1ccc(Oc2ccccc2)cc1	5.8µM*	13µM*	·
CCC(=O)Nc1nc(C)c(-c2csc(Nc3ccc(C(=O)O)cc3)n2)s1	-26%	-1%	·
Cc1c(C(=O)N2CCCC2(C)C(=O)NCC(C)C)oc2ccccc12 (stereo not given)	-15%	-15%	·
O=C(CCCN1CCC(O)(c2ccc(Br)cc2)CC1)c1ccc(F)cc1	?	?	15%[21 µM]
COc1ccc(CC(NC(C)=O)C(=O)N2CCN(C(=O)N(C(C)C)C(C)C)CC2)cc1 (stereo not given)	2%	-24%	5%
O=C(Cn1c(=O)oc2cccnc21)Nc1ccccc1Oc1ccc(Cl)cc1Cl	-17%	-4%	·
CCSc1nc2c([nH]1)c(=O)n(C)c(=S)n2C	-17%	-25%	·
CCOC(=O)C1CCN(C(=O)CCNS(=O)(=O)c2ccc(C)cc2)CC1	?	-29%	0%
CCc1ccc(CNC(=O)c2nn(C)c3c2CS(=O)(=O)c2ccccc2-3)cc1	?	?	0%
SMILES	DT40 TDP1 no CPT	TDP1 cell CPT	TDP1 block
CCOc1ccc(C(=O)N2CCCC(c3nc(-c4ccc(C)o4)no3)C2)cc1 (stereo not given)	-8%	-20%	·
CC(C)(C)c1ccc(C(=O)NC(=S)NNC(=O)c2cccs2)cc1	13µM*	23µM*	11%
COc1ccc(NC(=O)CNS(=O)(=O)c2ccc3nc(C)sc3c2)c(OC)c1	-9%	8%	2%
Cc1cc(C)c(NC(=O)CSc2nnc(SCC(=O)Nc3c(C)cc(C)cc3C)n2N)c(C)c1	?	15µM*	3%
Cc1ccc(S(=O)(=O)N2C[C@H]3[C@H]4C(=O)N(c5ccccc5)C(=O)[C@H]4CC(=O)[C@H]3[C@@H]2c2ccccc2)cc1	5%	25%	·
CCOc1cccc(/C=N/NC(=O)c2cccnc2)c1O	?	?	4%
COc1ccc(NC(=O)C(CCSC)NC(N)=O)cc1Cl (stereo not given)	-23%	3%	-8%
O=c1cc(-c2ccc(O)cc2)oc2c(-c3c(O)cc(O)c4c(=O)cc(-c5ccc(O)cc5)oc34)c(O)cc(O)c12	-11%	17%	-1%
CCOC(=O)C1CCN(S(=O)(=O)c2ccc3[nH]c(=O)ccc3c2)CC1	8%	10%	·
Nc1cc2[nH]c(=O)c3ccccc3c2cc1Br	-28%	-19%	·
CCOCCc1nn2c(=O)cc(COC(=O)CNC(=O)c3ccc(C(C)(C)C)cc3)nc2s1	?	16µM*	6%
CCOc1ccc(C)cc1S(=O)(=O)n1ccc(C)n1	?	-6%	3%
CCN(CC)C(=O)COn1c(SCC(=O)N(CC)CC)nc2ccccc2c1=O	2%	-20%	7%
O=C(NCc1nnnn1-c1ccc(F)c(F)c1)C(=O)c1c[nH]c2ccccc12	-24%	-12%	0%
CCNC(=S)NCc1ccc2c(c1)OCO2	-16%	-1%	3%
CC(=O)N(Cc1ccccc1C)c1cccc(C)c1C	-24%	-14%	5%
CCN(CC)CCCN(CC(=O)N(C)Cc1ccccc1)C(=O)c1ccc([N+](=O)[O-])cc1	-24%	-15%	·
COc1ccc(N2CC(NC(=O)COc3ccccc3C)CC2=O)cc1OC (stereo not given)	?	-5%	5%
O=C(c1ccc(F)cc1)N(Cc1ccco1)C1CCS(=O)(=O)C1 (stereo not given)	1%	-3%	4%
CCCc1ccc2oc(C(=O)NCCN3CCCC(O)C3)c(C)c2c1 (stereo not given)	?	?	4%
Cc1ccc(C(C(=O)NC2CCCC2)N(Cc2ccccc2)C(=O)c2csnn2)o1 (stereo not given)	?	7%	10%[0.0935 µM]
CCOC(=O)c1[nH]c(C)c(C(=O)OCC(=O)NCc2ccc(OC)cc2)c1C	4%	-20%	-3%
O=C(O)CSCC(=O)N1CCCCC1	-7%	16%	-3%
S=C(NC1CC1)SCc1ccco1	?	?	1%[56.1 µM]
COc1cccc(NC(=O)CN(C)CC(=O)Nc2ccc3c(c2)OCO3)c1	2%	10%	0%

Sorted by count of non-hydrogen atoms (descending): five of the compounds above
SMILES	DT40 TDP1 no CPT	TDP1 cell CPT	TDP1 block
O=c1cc(-c2ccc(O)cc2)oc2c(-c3c(O)cc(O)c4c(=O)cc(-c5ccc(O)cc5)oc34)c(O)cc(O)c12	-11%	17%	-1%
CCOC(=O)c1[nH]c(C)c(C(=O)OCC(=O)NCc2ccc(OC)cc2)c1C	4%	-20%	-3%
COc1cccc(NC(=O)CN(C)CC(=O)Nc2ccc3c(c2)OCO3)c1	2%	10%	0%
CCOc1ccc(C)cc1S(=O)(=O)n1ccc(C)n1	?	-6%	3%
Nc1cc2[nH]c(=O)c3ccccc3c2cc1Br	-28%	-19%	·

3 of the compounds above, with bars between the fields.
SMILES | DT40 TDP1 no CPT | TDP1 cell CPT | TDP1 block
COCCCNC(=S)Nc1cccc(SC)c1 | 0% | 2% | ·
CC/C(C)=N\Nc1nc(-c2cc3cc(OC)ccc3oc2=O)cs1 | 18µM* | ? | ·
CCOCCc1nn2c(=O)cc(COC(=O)CNC(=O)c3ccc(C(C)(C)C)cc3)nc2s1 | ? | 16µM* | 6%

More results.
SMILES	DT40 TDP1 no CPT	TDP1 cell CPT	TDP1 block
Cn1ncc2c(Nc3cccc4ccccc34)ncnc21	-27%	?	2%
COc1cc(NC(=O)Cn2c(SCc3ccc(F)cc3)nc3cccnc32)cc(OC)c1	-23%	-10%	0%
CC(C)N(Cc1ccccc1)C(=O)COc1ccccc1	?	?	·
COc1ccc(S(=O)(=O)NCc2ccc(C(=O)O)cc2)cc1	19%	8%	-3%[56.1 µM]
Cc1cc2c(n1-c1ccc(C(=O)NCC(C)c3ccccc3)cc1)CCCC2 (stereo not given)	15µM*	23µM*	4%
O=C(NC1CCCCC1)c1ccc(S(=O)(=O)NCc2cccnc2)cc1	?	-20%	5%
Cc1ccc(NC(=S)N(Cc2ccco2)C2CCN(C(C)C)CC2)cc1	-12%	-5%	6%
COc1ccc(OC)c(NC(=O)C23CCC(C)(C(=O)O2)C3(C)C)c1 (stereo not given)	-27%	-17%	7%
CN1C(=O)C(CCC(=O)O)NC1=S (stereo not given)	-24%	5%	-6%
O=C(Nc1nnc(-c2ccccc2Cl)o1)c1ccc(S(=O)(=O)N2CCCCCC2)cc1	5.8µM*	4.6µM*	13%
Cc1cc(/C=N/NC(=O)c2ccsc2)c(C)n1-c1cnccn1	-8%	-10%	8%
Cc1cc(C)c(/C=N/NC(=O)c2nnn(-c3nonc3N)c2COc2ccc(F)cc2)c(C)c1	?	-16%	7%
O=C(N1CCC(n2nc(-c3ccccc3)oc2=O)CC1)C1(c2ccc(Cl)cc2)CC1	?	?	2%
CCCCCCOc1ccc(C2C(=O)N(C3CCCCC3)CC(=O)N2CCCC)cc1 (stereo not given)	?	?	-8%
C[C@H](NC(=O)c1nc[nH]c1C(=O)NC1CCN(C(=O)OC(C)(C)C)CC1)C(=O)OC(C)(C)C	?	18µM*	4%
CCOC(=O)C1CCN(S(=O)(=O)c2ccc3c4c(cccc24)C(=O)N3)CC1	-17%	-1%	1%
O=C(NCC1CCCO1)c1cccc(S(=O)(=O)Nc2ccc(SC(F)F)cc2)c1 (stereo not given)	-21%	-1%	0%
NC(=O)c1ncn([C@@H]2O[C@H](CNC(=O)[C@H](N)CSCc3ccccc3)[C@@H](O)[C@H]2O)n1	12%	18%	·
Cc1cc(C)cc(C(=O)OCC(=O)N2CCCCCC2)c1	-8%	4%	1%
N#CC1=C(N)C2=CCCC[C@H]2[C@H](c2cccc(F)c2)C1(C#N)C#N	?	?	3%
O=C(CSc1nnc(CNC(=O)c2cccs2)o1)Nc1ccc(F)cc1F	19%	-7%	3%
Cc1c(CCC(=O)O)c(=O)oc2cc(OCc3cccc(Cl)c3)ccc12	19%	0%	·
